Compound activity deposited in PubChem BioAssay by Sanford-Burnham Center for Chemical Genomics.
Jurkat NFkB inh: inhibitors of induced NF-kB luciferase reporter, primary screen, TCR NF-kB activation inhibitor project, cell-based, luminescence, uHTS; 330,000 tested, 0.53% active; Jurkat, PMA/ionomycin-induced NF-kB luciferase reporter; inhibition, % at 4 µM; AID 435003, 2010; in the data active = inhibition above about 50%
CHOP UPR activ: activators of apoptotic CHOP UPR arm, primary screen, cell-based, CHO-CHOP luciferase reporter, luminescence, uHTS | UPR activation; percent of tunicamycin response over DMSO baseline | 330,000 tested, 0.34% active | activation, % at 10 µM;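 active = at 10 µM dose, activation of 40% or more, normalized to positive control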;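 also: 100% = tunicamycin at 10 µg/mL and 0% = DMSO alone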
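Material: CHO-CHOP cells, stable luciferase reporter of PERK-eIF2a-CHOP signalling; quantity: 500 reporter cells seeded per well; buffer or medium: F12 medium containing 10% fetal bovine serum; compound: one dose, 10 µM in 0.5% DMSO; incubation: 6 h compound treatment, 37 °C; measured by: Steady-Glo luciferase luminescence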
tim23-1 inh: growth inhibitors of tim23-1 mutant yeast, primary screen, luminescence, uHTS. AID 463212, 2010. S. cerevisiae tim23-1 growth, BacTiter-Glo luminescence, 24 h. inhibition, % at 20 µM. 330,000 tested, 1.3% active;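 active = growth inhibition of the mutant yeast at or above 50%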;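 also: temperature-sensitive mutant grown at 25 °C; plate controls were DMSO-treated mutant yeast for no effect and medium wells lacking yeast for full effect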
Mdm2 MdmX PPI: inhibitors of human Mdm2-MdmX association, primary screen, cell-based, luminescence, split luciferase, SaOS-2, uHTS; Protein Mdm4 (Homo sapiens) + E3 ubiquitin-protein ligase Mdm2 (Homo sapiens), …; SaOS-2 split-luciferase Mdm2/MdmX complementation; inhibition, % at 8 µM; 330,000 tested, 3% active;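 active = inhibition of at least 50% at 8 µM in the primary screen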
APJ ag: agonists of human apelin receptor APJ, primary screen, CHO-K1 cells, PathHunter beta-arrestin, luminescence; P35414; 0% DMSO wells, 100% apelin; activation, % at 20 µM; 330,000 tested, 0.11% active;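 active = activation more than six SD over the plate average, tested at 20 µM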;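 also: 0% = DMSO alone and 100% = apelin-13 at 10 nM; some results filed as inactive read as strong as hits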
Target sequence (P35414 whole entry, looked up): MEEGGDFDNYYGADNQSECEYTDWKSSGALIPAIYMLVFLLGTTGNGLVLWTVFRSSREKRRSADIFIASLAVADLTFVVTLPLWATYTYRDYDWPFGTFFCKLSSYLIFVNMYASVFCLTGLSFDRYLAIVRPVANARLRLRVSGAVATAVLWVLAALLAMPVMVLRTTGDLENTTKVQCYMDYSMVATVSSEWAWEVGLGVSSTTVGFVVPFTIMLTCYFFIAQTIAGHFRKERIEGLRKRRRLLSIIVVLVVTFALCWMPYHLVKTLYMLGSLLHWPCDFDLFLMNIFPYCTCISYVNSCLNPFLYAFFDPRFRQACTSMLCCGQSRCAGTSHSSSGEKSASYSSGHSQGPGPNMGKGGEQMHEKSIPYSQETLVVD
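Test system: CHO-K1 APJ beta-arrestin complementation cell line | Compound: Single test compound dose, 20 µM final, 1% DMSO | Incubation: Compound 90 min 25 °C, reagent 1 h | Measured by: beta-gal luminescence | Read-out basis: APJ–arrestin association signal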
697 NFkB inh: inhibitors of PMA/ionomycin-induced NF-kB reporter, 697 cells, primary screen, B-cell NF-kB inhibitor project, cell-based, luminescence, uHTS; 697 B-cell NF-kB luciferase reporter, 16 h; inhibition, % at 4 µM; 330,000 tested, 0.33% active; in the data active = inhibition above about 35%
UPR XBP1 act: activators of adaptive XBP1 UPR arm, primary screen, cell-based, CHO-XBP1 luciferase reporter, luminescence, uHTS; 330,000 tested, 0.33% active; IRE1-XBP1 UPR activation; percent of tunicamycin response, DMSO as zero; activation, % at 20 µM;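 active = versus positive control, 20 µM dose yields 30% or more activation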;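 also: 100% = tunicamycin at 10 µg/mL and 0% = DMSO only wells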
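Material: CHO-XBP1 cells stably carrying IRE1-XBP1-driven luciferase reporter | Medium: F12 with 10% serum | Compound dosing: 20 µM single concentration, DMSO 1% | Incubation: Overnight seeding at 37 °C, 6 h compound treatment at 37 °C | Detection: Steady-Glo luminescence read | Read-out basis: % activation of reporter signal versus tunicamycin and DMSO controls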
APJ antag: antagonists of human apelin receptor APJ, primary screen, CHO-K1 cells, beta-arrestin complementation, luminescence; P35414; inhibition, % at 20 µM; 330,000 tested, 0.32% active; AID 2521, 2010;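 active = inhibition above about 40% at 20 µM, limit read from the data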;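 also: cells challenged with 10 nM apelin-13 agonist together with compound; plate controls were apelin-13 plus DMSO wells for no effect and DMSO wells lacking apelin-13 for full effect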
* = called active by the depositor; i = inactive.

SMILES	Jurkat NFkB inh	CHOP UPR activ	tim23-1 inh	Mdm2 MdmX PPI	APJ ag	697 NFkB inh	UPR XBP1 act	APJ antag
CCC1=NC(c2ccc(OC)cc2)N(O)C1(C)C (centres undefined)	2	-2.4	-9	25	-1	17	-3	20
CCCCn1c(SCC(=O)NC2CC2)nc2ccccc2c1=O	-7	0.3	1	-1	2	11	-1	3
CCc1cc(C(=O)Nc2cc(Cl)ccc2N2CCN(C)CC2)sc1C	16	1.0	11	35	2	16	0	5
CC(=O)c1ccccc1OC(=O)c1c(F)cccc1F	5	-0.4	12	12	-4	8	-1	8
COc1ccccc1NC(=O)c1nn(-c2ccccc2)ccc1=O	-2	1.1	24	9	-1	-5	-3	1
COc1ccccc1CNC(=O)c1ccc2c(c1)OCO2	13	2.2	12	-5	-2	11	1	-7
Cc1c(C(=O)N2CCOCC2)sc(NC(=O)c2ccc3c(c2)OCO3)c1C#N	15	-0.4	10	10	-1	-2	4	8
CC(C)OCCCNC(=O)C(Cc1ccccc1)NS(=O)(=O)c1ccc2c(c1)CCC(=O)N2 (centres undefined)	1	-0.9	1	-12	0	0	-1	17
CCOC(=O)c1cccc(NC(=O)CCNS(=O)(=O)c2cc(Br)cnc2N)c1	-5	1.3	8	4	9	-40	-11	13
COC(=O)CCC(=O)OC1(C)C(=O)C2=CN(CCCCO)C(c3ccc(OC)cc3)=CC2=C(Br)C1=O (centres undefined)	11	1.7	9	16	25	10	-2	-9
CCOC(=O)/C(N=Nc1ccc(F)cc1)=C(/O)c1ccc([N+](=O)[O-])cc1	-7	3.2	4	14	7	15	0	19
O=C(O)C1CCCCC1C(=O)NCCCn1ccnc1 (centres undefined)	0	0.0	-1	-9	-2	-10	-1	3
O=C(Oc1ccc(OC(=O)N2CCCCC2)cc1)c1ccccc1	-24	3.2	4	-14	3	-17	2	-22
CC(C(=O)O)n1c(C(F)(F)F)nc2ccccc21 (centres undefined)	2	0.1	18	-5	-2	-3	-1	-4
CC(=O)/C(C#N)=C1\NC(=O)C(Cc2ccccc2C)S1 (centres undefined)	19	1.2	-13	83*	-3	i	0	8
Cc1ccccc1NC(=O)CSc1nc(N2CCCCC2)nc(N2CCCCC2)n1	12	0.5	3	-2	-2	5	0	12
C=CCn1cc(C(=O)NCC2CCCO2)c(=O)c2cc(S(=O)(=O)N3CCCCCC3)ccc21 (centres undefined)	18	0.6	12	8	1	-22	0	-14
CCN(C(=O)COC(=O)Cc1c[nH]c2ccccc12)c1c(N)n(Cc2ccccc2)c(=O)[nH]c1=O	2	1.8	-1	16	-1	8	-2	-45
O=C(CN1C(=O)COc2ccc(S(=O)(=O)N3CCCC3)cc21)N1CCCC1	2	-0.9	-4	15	-1	7	3	9
CCC(=O)Nc1ccc(C(=O)NNC(=O)c2cc([N+](=O)[O-])cc([N+](=O)[O-])c2)cc1	-1	-1.4	26	-20	2	-1	-3	-15
CSc1ccccc1OCc1cc(C(=O)NCc2cccc(C)n2)no1	-77	6.9	24	-50	-8	-88	0	-3
COc1ccc(OC(=O)COc2cc(C)ccc2C)cc1	7	-1.7	-4	-3	1	0	-9	-5
CSCC[C@H](NC(=O)N1CCn2c1nc1ccccc12)C(=O)N1CCCCC1	4	0.4	1	32	0	5	-2	29
Clc1ccc(OCCNCCc2ccccc2)cc1	12	0.1	-14	7	-1	10	-5	10
CCCCCn1c(=O)c(-c2nc3ccccc3[nH]2)c(O)c2ccccc21	7	0.4	-14	29	2	-22	-3	-13

(more compounds)
SMILES	Jurkat NFkB inh	CHOP UPR activ	tim23-1 inh	Mdm2 MdmX PPI	APJ ag	697 NFkB inh	UPR XBP1 act	APJ antag
O=C(CNc1ccc(Br)cc1)NNC1=NCCC1	8	2.3	5	5	-2	4	-3	6
O=C(COc1ccc(Cl)cc1)Nc1ccccc1C(=O)NCc1cccnc1	12	0.0	9	12	-5	12	1	0
COc1ccnc(Oc2ccccc2)c1C(=O)N/C=N/OCc1ccc(F)cc1Cl	-8	1.2	29	47	7	-4	-4	5
CC(C)Cc1nnc(NC(=O)CCC(=O)N2CCN(Cc3ccccc3)CC2)s1	1	1.2	1	32	1	0	1	10
CCc1ccc(N(CC(=O)NC(C)C)C(=O)CCC(=O)Nc2nccs2)cc1	-21	-1.5	10	-12	-3	-25	-3	18
C=CCn1c(SCC(=O)N(C)C2CCS(=O)(=O)C2)nnc1-c1ccncc1 (centres undefined)	5	0.0	5	12	-2	4	0	-4
Cc1c(C)c2c(OCC(=O)NCc3ccncc3)cc3c(c2oc1=O)CCC(C)(C)O3	2	-1.2	-18	22	-2	17	2	4
CCOC(=O)C1(C(=O)O)NC(=O)CC1c1ccccc1 (centres undefined)	4	0.9	8	11	-3	11	1	8
O=C(NCc1ccccc1C(F)(F)F)C1CC(O)CN1C(=O)Nc1ccccc1 (centres undefined)	1	-1.8	-6	-3	-3	-14	-4	7
O=C(NCCN1CCN(c2ccccc2)CC1)c1cccn2c(=O)c3ccccc3nc12	8	4.1	-3	41	-3	7	1	14
CCOC(=O)CC(=O)CSc1nc2ccccc2c(=O)n1-c1ccc(C(=O)N2CCOCC2)cc1	11	-0.4	23	-3	2	10	-1	18
Cn1c(C(=O)N2CCc3ccccc3C2)cc2c(=O)n3ccccc3nc21	-23	0.6	17	18	-10	-2	2	2
S=c1[nH]ncn1/N=C/c1ccc(N2CCOCC2)cc1	-6	-1.7	-15	-7	-3	-88	-3	2
COCCn1c(-c2ccc(Br)cc2)csc1=Nc1cccnc1	12	-1.7	29	32	-6	-7	1	21
S=c1[nH]nc(-c2ccc3ccccc3n2)n1-c1ccccc1	-10	0.8	41	1	0	6	-1	14
Nc1ccc2nc3n(c(=O)c2c1)CCC3	6	-2.3	15	13	2	-9	1	-71
COC(=O)CN(c1ccc(Cl)cc1C)S(C)(=O)=O	0	1.9	0	19	-1	-1	-1	26
COc1ccc(OCc2nc(N)nc(Nc3cccc(C)c3C)n2)cc1	2	1.7	-20	19	-3	-8	-2	5
Cc1cccc(NC(=O)CSc2nnc(-c3ccc(S(=O)(=O)N4CCCC4)cc3)o2)c1	-1	0.2	18	11	1	8	-2	11
COc1cccc(N2CCN(c3ccc4nnc(CCC(=O)Nc5ccc(F)cc5F)n4n3)CC2)c1	2	-0.5	0	26	-2	-28	-6	4
CCOCCCNC(=O)C1(O)c2cc(Br)ccc2NC(=O)N1c1ccc(C)c(C)c1 (centres undefined)	-3	0.6	7	19	2	-4	-4	2
CC1(C)Cc2nc(N3CCOCC3)c(C#N)cc2CO1	-2	-2.2	15	21	-3	4	0	-16
Cc1ccc(NC(=O)CN(C)C(=O)/C=C/c2cccc(F)c2)cc1	10	0.9	4	20	-2	17	1	-9
Cc1cc(NC(=O)CSc2nnc(C)n2-c2ccccc2C)no1	2	-0.5	8	-3	0	6	0	3
O=C1c2ccc(Cl)cc2S(=O)(=O)c2cccc(C(=O)N3CCC(Cc4ccccc4)CC3)c21	-1	2.3	24	68*	0	14	-3	6

15 entries out of the list, ordered by SMILES length, high to low:
SMILES	Jurkat NFkB inh	CHOP UPR activ	tim23-1 inh	Mdm2 MdmX PPI	APJ ag	697 NFkB inh	UPR XBP1 act	APJ antag
CCOC(=O)CC(=O)CSc1nc2ccccc2c(=O)n1-c1ccc(C(=O)N2CCOCC2)cc1	11	-0.4	23	-3	2	10	-1	18
COc1cccc(N2CCN(c3ccc4nnc(CCC(=O)Nc5ccc(F)cc5F)n4n3)CC2)c1	2	-0.5	0	26	-2	-28	-6	4
Cc1cccc(NC(=O)CSc2nnc(-c3ccc(S(=O)(=O)N4CCCC4)cc3)o2)c1	-1	0.2	18	11	1	8	-2	11
Cc1c(C)c2c(OCC(=O)NCc3ccncc3)cc3c(c2oc1=O)CCC(C)(C)O3	2	-1.2	-18	22	-2	17	2	4
CCOCCCNC(=O)C1(O)c2cc(Br)ccc2NC(=O)N1c1ccc(C)c(C)c1 (centres undefined)	-3	0.6	7	19	2	-4	-4	2
O=C(NCCN1CCN(c2ccccc2)CC1)c1cccn2c(=O)c3ccccc3nc12	8	4.1	-3	41	-3	7	1	14
CCc1ccc(N(CC(=O)NC(C)C)C(=O)CCC(=O)Nc2nccs2)cc1	-21	-1.5	10	-12	-3	-25	-3	18
Cn1c(C(=O)N2CCc3ccccc3C2)cc2c(=O)n3ccccc3nc21	-23	0.6	17	18	-10	-2	2	2
O=C(COc1ccc(Cl)cc1)Nc1ccccc1C(=O)NCc1cccnc1	12	0.0	9	12	-5	12	1	0
COc1ccc(OCc2nc(N)nc(Nc3cccc(C)c3C)n2)cc1	2	1.7	-20	19	-3	-8	-2	5
S=c1[nH]nc(-c2ccc3ccccc3n2)n1-c1ccccc1	-10	0.8	41	1	0	6	-1	14
COCCn1c(-c2ccc(Br)cc2)csc1=Nc1cccnc1	12	-1.7	29	32	-6	-7	1	21
S=c1[nH]ncn1/N=C/c1ccc(N2CCOCC2)cc1	-6	-1.7	-15	-7	-3	-88	-3	2
COC(=O)CN(c1ccc(Cl)cc1C)S(C)(=O)=O	0	1.9	0	19	-1	-1	-1	26
Nc1ccc2nc3n(c(=O)c2c1)CCC3	6	-2.3	15	13	2	-9	1	-71
